Source: PubChem BioAssay (National Center for Advancing Translational Sciences (NCATS))
p53ts 32C kill: p53ts cell cytotoxicity, permissive temperature; H1299-p53A138V at 32C, ATP luminescence viability, 24 h; Potency, µM (titrated, usually from 46.1 µM), without a hit: top-dose activity change, negative = cytotoxicity, actives largely listed as cytotoxic; 130,000 tested, 0.93% active;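 also: 0% = DMSO and -100% = full killing by reference compound; nearly all actives have a fitted effect of over 55% in size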
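H1299-p53 A138V cells (temperature-sensitive p53) exposed 24 h to up to 46 uM compound at 32C, where p53 is wild-type in conformation. Viability read as ATP luminescence and normalised to DMSO and 100 uM tamoxifen. AC50 fitted with the Hill equation.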
p53ts 39C kill: cytotoxicity in p53ts cells at nonpermissive temperature. H1299-p53A138V viability at 39C, ATP luminescence, 24 h. 130,000 tested, 1.5% active. Potency, µM (doses to about 46.1 µM), for the others: at the top dose activity change, negative = cell killing, actives largely listed as cytotoxic; also: nearly all actives have a fitted effect of over 55% in size
Imprint erasure: induces erasure of genomic imprints in mouse ES cells. mouse ES Peg3-LacZ reporter, beta-gal luminescence, 40 h. Potency, µM (top dose mostly 60.7 µM), without a hit: top-dose activity change, positive = activation, most hits filed as activators. 110,000 tested, 0.02% active. AID 1948;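 also: 0% = negative control wells on the plate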
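Gelatin-coated wells received 300 freshly trypsinized female ES cells with a Peg3LacZ-Neo reporter on the maternal allele, then incubated 40 hours at 37C. BetaGlo was added for 5 minutes at room temperature before a single luminescence read.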
IkB signaling: inhibitors of IkB signaling in ABC-DLBCL cells | ABC-DLBCL IkBa-CBG/CBR dual luciferase ratio, 4 h; response scale: scaled: untreated 0%, proteasome inhibitor 100% | Potency, µM (top dose mostly 57.1 µM), for inactives: top-dose IkBa stabilization activation | 110,000 tested, 0.04% active; active = well fitted curve in the direction sought with a large enough effect in the signal ratio, not every such curve was filed as active; inconclusive = small, poorly fitted or top-dose-only effect, or a change in a side signal; the % refers to the signal ratio;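 also: the direction sought is a rising ratio; 0% = basal untreated cells and 100% = reference inhibitor full response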
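Luminescence ratio of IκBα-fused green versus native red beetle luciferase in OCI-Ly3 cells, 4 h post-doxycycline with compound; red signal alone, scaled from basal (0%) to zero light (-100%), flagged nonspecific or cytotoxic effects.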
An asterisk follows results filed as active; ? = inconclusive; . = no result given; [ ] = remark or other dose. Unless noted, calls follow the shape of the dose curve; as a rule, active = well fitted curve in the direction sought with a large enough effect; inconclusive = small, poorly fitted or top-dose-only effect, or another doubt; inactive = no such curve, though single readings can be large; an effect the other way counts as inactive or inconclusive. Unless noted, % is scaled to controls: 0 for no effect and ±100 for the full control effect; potency is read from the fitted curve at half-maximal effect.

SMILES	p53ts 32C kill	p53ts 39C kill	Imprint erasure	IkB signaling
CN(C)c1ccc(N=NS(=O)(=O)O)cc1	-13.4%[1.84 µM]	-1.1%	7.9%	0.1%
CCC(=O)N1CCc2cc(OC)c(OC)cc2C1COc1ccccc1OC (stereo not drawn)	8.7%	-11.3%	-7.9%[10.9 µM]	0.7%
CCOC(=O)N1CCN(C(=O)C(NS(=O)(=O)c2cccc3nsnc23)c2ccccc2)CC1 (stereo not drawn)	-12.3%	5.5%	-4.5%	1.1%
CCCn1c(=O)c2ccccc2n2c(SCC(=O)/C(C#N)=C(\C)N)nnc12	-3.1%	3.6%	-2.4%	-0.7%
CCN(CC)C(=O)CSc1nc(O)cc(=O)n1-c1ccccc1OC	2.3%	4.1%	-0.2%	3.0%
COc1cccc(CNC(=O)c2ccc(CS(=O)Cc3ccc(Cl)cc3)o2)c1 (stereo not drawn)	1.6%	-21.4%	-12.3%[10.9 µM]	-0.6%
Cc1c(C(=O)NCc2cccc(Br)c2)oc2ccc3c(c12)C(=O)CC(C)(C)O3	-14.5%	-27.4%	-2.6%[10.9 µM]	-0.7%
COc1cc(Cl)c(C)cc1NC(=O)Cn1ncc2c(=O)oc3ccccc3c21	3.7%	10.2%	-5.9%[10.9 µM]	-2.0%
O=C(CSc1n[nH]c(-c2ccccc2)n1)Nc1ccc(Br)cn1	-5.0%	16.4%	.	.
CCCCCN1C(C(=O)c2ccccc2)=C(NC(=O)c2ccc(OC)cc2)c2ccccc2S1(=O)=O	16.2%	-2.6%	-1.5%[10.9 µM]	1.2%
Cc1noc(C)c1CSc1nnc(-c2ccncc2)n1-c1cccc(Cl)c1C	2.3%	-0.7%	-16.6%	0.2%
COc1ccc(NC(=O)C(C)n2c(C)c3cnn(-c4ccccc4)c(=O)c3c2C)cc1Cl (stereo not drawn)	-8.6%	-26.7%	-4.9%[10.9 µM]	0.4%
O=C(NCc1csc(-c2ccccc2)n1)c1ccco1	-7.5%	-8.9%	-36.8%[inhibitor]	?
COCCn1c(N)c(C(=O)Nc2sc3c(c2C(=O)OC)CCCC3)c2nc3ccccc3nc21	-0.6%	-1.2%	1.1%	0.5%
Cc1cc(C)cc(NC(=O)Nc2c[nH]c(=O)[nH]c2=O)c1	-9.1%	7.9%	-4.2%[10.9 µM]	0.5%
O=c1c(-c2cccs2)nc2cncnc2n1C1CC1	-6.9%	2.0%	.	0.1%[11.4 µM]
CCCCOC(=O)c1ccc(NC(=O)c2ccc3c(c2)CCN3S(C)(=O)=O)cc1	5.5%	7.0%	-7.8%[10.9 µM]	-0.9%
CCn1c(CNc2ccc(Cl)cc2)nnc1SCC(=O)OC1CCCCC1	-7.6%	-12.7%	.	.
O=C(CSc1nc(=O)[nH]c2c1CCCC2)NCc1ccc(Cl)cc1	-7.8%	-12.5%	2.8%[10.9 µM]	-1.1%
Cc1cc(=O)[nH]c2nnc(SCC(=O)Nc3cc(C(F)(F)F)ccc3Cl)n12	-6.5%	-4.2%	-10.8%[10.9 µM]	-3.7%
O=C(Nc1ccccc1)N1C(=O)C2(OCCO2)c2ccccc21	-5.4%	-2.5%	-8.5%	2.3%
Cc1ccc(CNS(=O)(=O)c2ccc(-c3cc(C(F)(F)F)on3)s2)cc1	-2.6%	-5.1%	6.2%[10.9 µM]	-4.1%
O=C(Nc1nnc(C2CC2)s1)c1cccc(S(=O)(=O)N2CCc3ccccc32)c1	-3.6%	-6.8%	-13.4%	0.0%
COC(=O)C1=C(c2ccccc2)c2ccccc2S(=O)(=O)N1CC(=O)Nc1ccc(OC)cc1OC	-0.4%	-8.3%	21.0%[10.9 µM]	-1.6%
CC(=O)C1=C(C)NC(=O)NC1c1ccccc1 (stereo not drawn)	4.8%	14.6%	3.5%	?
Brc1ccc(CSc2nnc(-c3ccccn3)n2Cc2ccco2)cc1	0.5%	4.4%	10.0%	-1.3%
Cc1cc(NC(=O)CCC2CCCCC2)no1	-13.5%	-10.2%	.	.
Cn1ncc(C#N)c1/N=C/N(Cc1ccccc1)Cc1ccccc1	-0.6%	-2.8%	-10.7%	?
CCCNC(=O)CSc1nc2ccccc2nc1Cc1ccc(Cl)cc1	2.8%	11.3%	18.3%[10.9 µM]	2.3%
Cc1cc(=O)n2nc(N3CCCC(C(=O)NCCC4=CCCCC4)C3)sc2n1 (stereo not drawn)	-0.4%	-12.9%	-4.5%	-2.3%
Cc1c(C(=O)O)oc2c1ccc1ccccc12	6.4%	-11.3%	-18.5%	-1.9%
Cc1ncc([N+](=O)[O-])n1CC(C)O (stereo not drawn)	2.3%	2.1%	-1.0%	.
COC(=O)c1sccc1S(=O)(=O)N(CC(=O)Nc1ccc(C)c(F)c1)c1ccc(C)c(C)c1	6.7%	-16.1%	-4.0%[10.9 µM]	?
Cc1nc2cc(-c3ccc(F)cc3)nn2c(N2CCOCC2)c1C	5.8%	-3.4%	-3.1%	-3.6%
Cc1cc(-c2ccc(C)c(S(=O)(=O)NCC3CCN(Cc4ccccc4F)CC3)c2)on1	2.8%	-0.9%	-12.6%[10.9 µM]	-3.2%
O=C(CCN1CCN(CCC(=O)c2ccccc2)CC1)c1ccccc1	-3.4%	-4.3%	-9.1%	?

Part of the list above, with each value named.
COC(=O)c1sccc1S(=O)(=O)N(CC(=O)Nc1ccc(C)c(F)c1)c1ccc(C)c(C)c1
  p53ts 32C kill: 6.7%
  p53ts 39C kill: -16.1%
  Imprint erasure: -4.0%[10.9 µM]
  IkB signaling: ?
Cc1c(C(=O)O)oc2c1ccc1ccccc12
  p53ts 32C kill: 6.4%
  p53ts 39C kill: -11.3%
  Imprint erasure: -18.5%
  IkB signaling: -1.9%
Cn1ncc(C#N)c1/N=C/N(Cc1ccccc1)Cc1ccccc1
  p53ts 32C kill: -0.6%
  p53ts 39C kill: -2.8%
  Imprint erasure: -10.7%
  IkB signaling: ?
Brc1ccc(CSc2nnc(-c3ccccn3)n2Cc2ccco2)cc1
  p53ts 32C kill: 0.5%
  p53ts 39C kill: 4.4%
  Imprint erasure: 10.0%
  IkB signaling: -1.3%

Taken from above:
For Imprint erasure, Cc1nc2cc(-c3ccc(F)cc3)nn2c(N2CCOCC2)c1C is entered as -3.1%
For p53ts 39C kill, Cc1cc(NC(=O)CCC2CCCCC2)no1 is entered as -10.2%
For p53ts 32C kill, Cn1ncc(C#N)c1/N=C/N(Cc1ccccc1)Cc1ccccc1 is entered as -0.6%

New compounds follow
SMILES	p53ts 32C kill	p53ts 39C kill	Imprint erasure	IkB signaling
CCOC(=O)Cn1c(=O)oc2cc(S(=O)(=O)Nc3c(C)cc(C)cc3C)ccc21	-14.4%	101.7%[activator]	-17.0%	?
COc1ccc(N(Cc2cc3ccc(C)cc3[nH]c2=O)C(=O)c2ccco2)cc1	-10.9%	4.6%	-7.8%	2.8%
Cc1ccc(C)c(S(=O)(=O)c2nnn3c2nc(N2CCN(C)CC2)c2sccc23)c1	-12.0%	-13.8%	-9.0%[10.9 µM]	1.1%
Cn1c(=O)c2c(nc(Sc3n[nH]c(N)n3)n2Cc2ccccc2Cl)n(C)c1=O	-0.8%	-4.2%	-8.6%	1.9%
O=C(O)[C@H]1O[C@H]1C(=O)O	1.3%[9.22 µM]	-0.8%[9.22 µM]	-1.7%[10.9 µM]	0.4%[11.4 µM]
CC(C)(C)NC(=O)CC(CC(=O)O)c1ccccc1 (stereo not drawn)	2.5%	3.5%	5.2%	3.1%
CCOC(=O)c1c(C)oc2nc(C)nc(NCC3CCN(Cc4cccc(C)c4)CC3)c12	-1.6%	12.2%	-8.9%[10.9 µM]	0.0%
CCOc1ccccc1NC(=O)Cn1nc2c3cc(F)ccc3n(Cc3cccc(C)c3)cc-2c1=O	8.9%	1.0%	-5.7%[10.9 µM]	?
COc1ccc(C)cc1NC(=O)c1oc2ccc(S(=O)(=O)N(C)C3CCCCC3)cc2c1C	3.7%	-9.3%	-4.9%[10.9 µM]	?
C=CCSC1=C(C#N)C(c2ccccc2Cl)CC(=O)N1 (stereo not drawn)	13.5%	-0.7%	-11.8%	-1.0%
CN(C)S(=O)(=O)Nc1ccccc1C(N)=O	6.2%	10.5%	13.4%	2.6%
CN(C)C(=O)[C@@H]1C[C@H]1[C@@H](NC(=O)OCc1ccccc1)c1ccccc1	3.3%	-7.7%	-11.3%	.
Cc1ccc(Nc2nc(N)nc(CSc3nnnn3-c3ccccc3)n2)cc1	8.1%	11.8%	-13.5%	1.2%
Cc1ccsc1C(=O)OCC(=O)Nc1ccc(Cl)cc1C(F)(F)F	-15.1%	2.9%	.	.
Cc1ccc(S(=O)(=O)CCC(=O)N2CCN(c3ccc(Cl)cc3)CC2)cc1	-14.7%	-5.3%	.	.
CCOC(=O)c1ccc(NC(=O)CCCn2nc(C)c3sc4ccccc4c3c2=O)cc1	-17.4%	0.9%	-4.4%[10.9 µM]	-1.5%
Cc1ccccc1Cn1c(CN2CCC(C(=O)NCc3ccc(Cl)cc3)CC2)cc2ccccc21	10.1%	-17.3%	-20.2%[10.9 µM]	?
Cc1cc2cc(CNC(=O)c3cc4ccccc4o3)ccc2n1C	-4.1%	4.3%	-11.1%	0.3%
Cc1ccc(C(=O)CCNc2ccccc2)o1	9.3%	2.1%	-22.1%	?
CN(C(=O)C1CCOC1)c1nnc(-c2ccncc2)s1 (stereo not drawn)	3.0%	-4.0%	-12.5%	-0.3%
N#Cc1cn(CC(=O)NCC2CCCO2)c2ccccc12 (stereo not drawn)	-3.6%	2.6%	-2.7%	3.2%
COc1ccc(OC)c(NC(=O)Cn2cnc3onc(-c4ccc(Cl)cc4)c3c2=O)c1	-3.2%	-13.7%	-12.7%[10.9 µM]	?
Cc1cc(C)n(-c2nc3ccccc3nc2Nc2ccc(Cl)c(Cl)c2)n1	7.0%	-5.3%	-7.2%[10.9 µM]	?
Cn1cnc(S(=O)(=O)N2CCC(C(=O)Nc3ccc(Cl)c(C(F)(F)F)c3)CC2)c1	-10.9%	-9.8%	24.8%[10.9 µM]	?

2 compounds drawn at random from those above, as already listed:
SMILES	p53ts 32C kill	p53ts 39C kill	Imprint erasure	IkB signaling
CC(=O)C1=C(C)NC(=O)NC1c1ccccc1 (stereo not drawn)	4.8%	14.6%	3.5%	?
COc1cccc(CNC(=O)c2ccc(CS(=O)Cc3ccc(Cl)cc3)o2)c1 (stereo not drawn)	1.6%	-21.4%	-12.3%[10.9 µM]	-0.6%

New compounds follow.
SMILES	p53ts 32C kill	p53ts 39C kill	Imprint erasure	IkB signaling
CC(C(=O)N1CCc2ccccc21)N1CCc2ccccc2C1 (stereo not drawn)	1.0%	-11.3%	?	0.2%
CCCC=O	-0.2%[1.84 µM]	14.1%	0.4%	5.6%
CCOC(=O)c1c(NC(=O)CCC(=O)NCc2ccco2)sc2c1CCCC2	-1.0%	-8.6%	-14.6%	0.4%
COc1ccc(S(=O)(=O)N(CC(=O)NCc2ccco2)C2CCCCC2)cc1OC	6.2%	-4.7%	-3.0%	0.2%
OCCN1CCN(c2ncnc3c2sc2nc(N4CCOCC4)c4c(c23)CCC4)CC1	3.1%	-6.8%	-20.5%	?
Cc1nn(-c2ccccc2)c(CC(C)(C)C(=O)O)c1C(=O)O	7.7%	6.7%	-5.9%	-6.4%
COc1cccc(C(=O)N2c3cc(C)ccc3C(C)(c3ccccc3)CC2(C)C)c1 (stereo not drawn)	-1.7%	-29.7%	-15.1%[10.9 µM]	?

Rows were taken by chance. About 1.7% of those tested had a hit in this group.
